# Bioassay records as filed in PubChem.
# GAA inh: alpha-glucosidase (human) inhibition. P10253. purified human GAA, 4-MU-alpha-glucoside fluorescence. Potency, µM (top dose mostly 76.9 µM), for inactives: top-dose activity change, negative = inhibition, hits mostly inhibitors. 0.005% of 200,000 active. AID 1466;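 further: plate controls were uninhibited enzyme wells for no effect and no-enzyme background for full effect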
#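 Compounds are titrated up to 77 uM against 4 nM human enzyme. Substrate 4-methylumbelliferyl-alpha-D-pyranoside (400 uM) reacts 20 min at room temperature in pH 5.0 buffer; liberated 4-methylumbelliferone is read at 440 nm.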
# GAA glycogen mod: GAA glycogen-cleavage inhibition or activation | AID 2100 | recombinant GAA, glycogen substrate, Amplex Red glucose oxidase fluorescence | 0.38% of 300,000 active | Potency, µM (highest dose often 76.4 µM), without a hit: at the highest dose activity change, negative = inhibition, most hits filed as inhibitors;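 further: 0% = full enzyme reaction and -100% = no-enzyme basal signal; the screen sought inhibitors and activators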
#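 Recombinant human enzyme (4 nM); glycogen substrate; 37 C, 40 min, pH 5.0. Readout: coupled glucose oxidase/Amplex Red fluorescence.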
# Tau fluor cs: counter-screen for tau fibril formation inhibitors | AID 1463 | 0.93% of 280,000 active | tau K18 P301L (four-repeat tau fragment) Alexa594 fluorescence, heparin fibrillization | Potency, µM (top dose mostly 57.7 µM), for inactives: at the top dose activity change, negative = decrease; further: on the % scale 0 is the no-effect control and ±100 the full control effect; nearly all actives have a fitted effect of over 55% in size
#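 Human K18 P301L tau (15 uM unlabeled plus 0.24 uM Alexa 594-labeled, final) in 100 mM sodium acetate pH 7 was mixed with compound and 20 uM heparin and incubated 6 hr at 37 C.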
# aGlu spleen mod: inhibitors or activators of human alpha-glucosidase in spleen homogenate | human spleen homogenate, 4-MU-alpha-glucoside fluorescence | Potency, µM (series often up to 79.9 µM), for the others: at the top dose activity change, negative = inhibition, most hits filed as inhibitors | 0.006% of 240,000 active | AID 2112;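 further: 0% = enzyme with vehicle and -100% = no enzyme basal signal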
#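 Human spleen homogenate (1 ug) incubated with compounds and 1 mM 4-methylumbelliferyl-alpha-D-glucopyranoside in pH 5.0 citrate/phosphate buffer, 37 C, 40 min. Stopped at pH 10; 4-MU fluorescence (Ex 365/Em 440 nm); AC50 by Hill fit.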
# aGal spleen mod: inhibits or activates alpha-galactosidase in human spleen homogenate | 0.008% of 240,000 active | P06280 | Potency, µM (series often up to 80 µM), without a hit: at the highest dose activity change, negative = inhibition, hits mostly inhibitors | human spleen homogenate, 4MU-alpha-Gal fluorescence, 40 min;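 further: 0% = enzyme with vehicle and -100% = no enzyme basal signal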
#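 Fluorogenic readout (Ex 365/Em 440 nm) of 4-methylumbelliferone released from 1 mM 4-MU-alpha-galactoside by spleen homogenate, 40 min at 37C, pH 5.0. Data normalized to no-enzyme and enzyme controls; Hill-equation AC50 from compound titrations.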
# NPSR antag: blocks cAMP signaling of the human neuropeptide S receptor; Q6W5P4; Potency, µM (top dose mostly 38.3 µM), inactives show at the highest dose activity change, negative = inhibition, hits mostly inhibitors; 1% of 220,000 active; CHO-NPSR cells, cAMP TR-FRET, antagonist mode; further: on the % scale 0 is the no-effect control and ±100 the full control effect; nearly all actives have a fitted effect of over 50% in size; many of its hits are not listed in these tables
# Target sequence (Q6W5P4 whole entry, looked up): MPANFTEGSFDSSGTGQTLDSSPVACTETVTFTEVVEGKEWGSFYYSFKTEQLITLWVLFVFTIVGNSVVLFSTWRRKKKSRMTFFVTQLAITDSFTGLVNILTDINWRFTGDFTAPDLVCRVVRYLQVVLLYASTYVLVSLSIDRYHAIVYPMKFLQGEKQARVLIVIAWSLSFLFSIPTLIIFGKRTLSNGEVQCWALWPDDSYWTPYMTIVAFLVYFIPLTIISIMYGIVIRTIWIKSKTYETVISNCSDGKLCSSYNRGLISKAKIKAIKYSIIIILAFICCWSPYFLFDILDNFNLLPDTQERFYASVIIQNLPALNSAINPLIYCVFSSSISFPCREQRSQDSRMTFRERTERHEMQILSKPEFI
# ALDH1A1 inh: ALDH1A1 (human) enzyme inhibition. P00352. Purified ALDH1A1, NADH fluorescence, propionaldehyde substrate. Potency, µM (doses to about 75.3 µM), for the others: top-dose activity, negative = inhibition, usual class: inhibitors. 7.3% of 220,000 active. AID 1030; active means well fitted inhibition curve with a large enough effect, not every such curve was filed as active; inconclusive means small, poorly fitted or top-dose-only effect, or another doubt; inactive means no such curve, though single readings can be large or run the other way;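 further: plate controls were no enzyme wells and a reference inhibitor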
# Target sequence (P00352 whole entry, looked up): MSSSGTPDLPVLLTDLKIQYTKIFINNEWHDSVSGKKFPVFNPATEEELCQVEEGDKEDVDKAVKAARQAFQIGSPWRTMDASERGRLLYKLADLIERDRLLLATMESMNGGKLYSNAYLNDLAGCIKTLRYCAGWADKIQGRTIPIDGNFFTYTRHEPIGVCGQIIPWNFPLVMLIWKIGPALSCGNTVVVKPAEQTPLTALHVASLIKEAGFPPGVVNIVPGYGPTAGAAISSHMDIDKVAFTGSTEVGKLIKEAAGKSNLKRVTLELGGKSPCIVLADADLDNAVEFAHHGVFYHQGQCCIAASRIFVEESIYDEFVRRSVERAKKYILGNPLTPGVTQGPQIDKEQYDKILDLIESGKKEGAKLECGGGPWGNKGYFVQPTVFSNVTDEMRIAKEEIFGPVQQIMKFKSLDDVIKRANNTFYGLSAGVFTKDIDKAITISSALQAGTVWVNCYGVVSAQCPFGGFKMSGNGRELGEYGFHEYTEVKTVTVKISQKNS
# Epigenetic derep: regulators of epigenetic silencing causing reporter derepression in mouse cells. murine LDR cells, GFP reporter derepression, 30 h. Potency, µM (series often up to 53.9 µM), for the others: at the highest dose GFP activation, actives largely listed as activators. 0.2% of 280,000 active. AID 1865; further: % of control where 0% means no effect; nearly all actives have a fitted effect of over 60% in size
#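 Readout is the number of GFP-expressing murine LDR cells, counted by cytometry following washing. Cells were treated with compound for 30 h at 37 C; the stably integrated CMV-GFP locus is normally silent.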
# * = called active by the depositor; ? = inconclusive; · = not tested or not shown; [ ] = remark or other dose. Unless noted, the call rests on the fitted dose curve; in most records, active means well fitted curve in the direction sought with a large enough effect; inconclusive means small, poorly fitted or top-dose-only effect, or another doubt; inactive means no such curve, though single readings can be large; an effect the other way counts as inactive or inconclusive. Potency means the concentration at half of the fitted maximal effect. A portion of the library; rates above refer to the full screens.
1: CN(C)S(=O)(=O)c1cccc(C(=O)OCC(=O)NCc2ccccc2)c1
2: Cc1ccc2cc(C)c(SCC(=O)Nc3ccc(S(=O)(=O)N4CCCC4)cc3)nc2c1
3: CCO[C@@H]1OC(C(=O)NC2CC2)=C[C@H](c2ccc(Br)cc2)[C@H]1CCCO
4: COc1ccccc1CNc1nc2ccccc2n1CCN1CCCCC1
5: Cc1ccc(C(NC(=O)c2ccccc2)C(Cl)Cl)cc1 (configuration not stated)
6: O=C(CSc1nc2ccccc2[nH]1)NCc1ccco1
7: N#C/C(=C\c1ccc(C(=O)O)cc1)c1nc2sc3c(c2c(=O)[nH]1)CCCC3
8: CCCNC(=O)C(NS(=O)(=O)c1cccc2nsnc12)c1ccccc1 (configuration not stated)
assay / compound | 1 | 2 | 3 | 4 | 5 | 6 | 7 | 8
GAA inh | -14.4% | · | · | -11.2% | 0.2% | -5.5% | 5.1% | ?
GAA glycogen mod | 6.5% | 2.8% | -8.7% | 0.2% | -4.5% | -0.5% | 5.3% | -4.5%
Tau fluor cs | -6.5% | -16.6% | -4.4% | -6.6% | -10.5% | -6.2% | ? | 6.2%
aGlu spleen mod | 5.6% | -8.9% | 2.5% | -2.3% | -4.2% | -0.5% | 2.5% | -8.1%
aGal spleen mod | 5.6% | -4.5% | 7.8% | -0.7% | 9.6% | 1.5% | -4.1% | -3.3%
NPSR antag | -3.7%[46.1 µM] | -15.9% | -8.0% | -17.1%[46.1 µM] | -21.2% | 10.1%[46.1 µM] | 11.2% | -9.5%[46.1 µM]
ALDH1A1 inh | -2.9% | · | · | 9.0% | ? | 0.9% | ? | 7.7%
Epigenetic derep | 0.0% | -1.1% | -2.3% | 0.0% | 0.0% | -5.8% | 1.1% | -1.0%

9: Cc1cc(S(=O)(=O)NCc2ccccc2)ccc1OCC(=O)N1CCOCC1
10: O=C(NC1=NCCS1)c1cc(-c2ccc(F)cc2)nc2ccccc12
11: COc1ccc(-c2csc(N(CC3CCCO3)C(=O)c3ccccc3)n2)cc1 (configuration not stated)
12: CCOc1ccccc1Nc1nnc(SCc2nnc(-c3cc(OC)c(OC)c(OC)c3)o2)s1
13: COc1cc(C(=O)NCC2(N3CCCCC3)CCCCC2)ccc1OCC(=O)N1CCOCC1
14: CC(C)CC(NC=C1C(=O)OC(C)(C)OC1=O)C(=O)O (configuration not stated)
15: CCOC(=O)c1cc(-c2ccccc2)sc1NC(=O)C(C)N1C(=O)NC(C)(c2ccc(Cl)cc2)C1=O (configuration not stated)
16: CC(NC(=O)C12CC3CC(C1)CC(n1cncn1)(C3)C2)C12CC3CC(CC(C3)C1)C2 (configuration not stated)
assay / compound | 9 | 10 | 11 | 12 | 13 | 14 | 15 | 16
GAA inh | ? | -2.0% | -2.3% | -8.5% | · | 5.8% | -2.7% | 4.1%
GAA glycogen mod | -4.6% | 2.0% | -1.1% | -2.0% | 5.6% | 15.4% | -8.3% | -6.9%
Tau fluor cs | -5.2% | ? | -29.0% | -28.2% | -9.6% | -10.7% | -20.2% | -1.1%
aGlu spleen mod | -1.5% | 3.5% | 2.1% | -6.1% | 0.8% | 1.4% | -3.4% | 2.8%
aGal spleen mod | -1.1% | 7.3% | 3.2% | -14.2% | -0.9% | 6.4% | 2.7% | 9.4%
NPSR antag | 15.8% | 14.8% | -55.8% | 12.8% | -11.4% | -14.2%[46.1 µM] | -14.0%[46.1 µM] | -24.8%[46.1 µM]
ALDH1A1 inh | 10.8% | -0.1% | ? | 9.8% | · | 0.3% | ? | -0.1%
Epigenetic derep | -0.4% | 0.0% | 1.3% | 0.0% | 0.0% | -1.1% | 0.1% | -0.8%

# Just GAA inh, Epigenetic derep and NPSR antag, for 7 of the compounds above:
No.	Structure	GAA inh	Epigenetic derep	NPSR antag
11	COc1ccc(-c2csc(N(CC3CCCO3)C(=O)c3ccccc3)n2)cc1 (configuration not stated)	-2.3%	1.3%	-55.8%
16	CC(NC(=O)C12CC3CC(C1)CC(n1cncn1)(C3)C2)C12CC3CC(CC(C3)C1)C2 (configuration not stated)	4.1%	-0.8%	-24.8%[46.1 µM]
15	CCOC(=O)c1cc(-c2ccccc2)sc1NC(=O)C(C)N1C(=O)NC(C)(c2ccc(Cl)cc2)C1=O (configuration not stated)	-2.7%	0.1%	-14.0%[46.1 µM]
9	Cc1cc(S(=O)(=O)NCc2ccccc2)ccc1OCC(=O)N1CCOCC1	?	-0.4%	15.8%
13	COc1cc(C(=O)NCC2(N3CCCCC3)CCCCC2)ccc1OCC(=O)N1CCOCC1	·	0.0%	-11.4%
12	CCOc1ccccc1Nc1nnc(SCc2nnc(-c3cc(OC)c(OC)c(OC)c3)o2)s1	-8.5%	0.0%	12.8%
10	O=C(NC1=NCCS1)c1cc(-c2ccc(F)cc2)nc2ccccc12	-2.0%	0.0%	14.8%

# Record cards (already shown).
# Listed for CC(C)CC(NC=C1C(=O)OC(C)(C)OC1=O)C(=O)O (configuration not stated) → GAA inh: 5.8%; GAA glycogen mod: 15.4%; Tau fluor cs: -10.7%; aGlu spleen mod: 1.4%; aGal spleen mod: 6.4%; NPSR antag: -14.2%[46.1 µM]; ALDH1A1 inh: 0.3%; Epigenetic derep: -1.1%
# Listed for CCOc1ccccc1Nc1nnc(SCc2nnc(-c3cc(OC)c(OC)c(OC)c3)o2)s1 → GAA inh: -8.5%; GAA glycogen mod: -2.0%; Tau fluor cs: -28.2%; aGlu spleen mod: -6.1%; aGal spleen mod: -14.2%; NPSR antag: 12.8%; ALDH1A1 inh: 9.8%; Epigenetic derep: 0.0%

# Next structures follow.
17: Cc1cc(NC(=O)c2ccc(NC(=O)C3CC3)cc2)no1
18: C=CCN(C(=O)Cn1nnc2ccccc21)C(C(=O)NCCOC)c1ccc(OC)cc1OC (configuration not stated)
19: COc1ccc(OC)c(C(=O)N2CCC(C(=O)c3ccc(F)cc3)CC2)c1
20: Cc1ccc(-n2ccc(=O)c(-c3ccnc(SCc4cccc(Cl)c4)n3)n2)cc1
21: CCc1ccc(N2C(=O)CN(Cc3sccc3C)C2=S)cc1
22: CCCCC(=O)Nc1ccccc1C(C)C
23: Cc1ccc(C)c(NC(=O)C(NCC(C)(C)N2CCOCC2)c2ccccc2)c1 (configuration not stated)
24: Cc1ccc(C(C)C)c(OCC(=O)NNC(=O)C(C(C)C)N2C(=O)c3ccccc3C2=O)c1 (configuration not stated)
assay / compound | 17 | 18 | 19 | 20 | 21 | 22 | 23 | 24
GAA inh | -1.9% | -3.6% | -7.3% | -2.1% | -10.6% | 8.7% | -3.8% | -13.9%
GAA glycogen mod | -10.1% | 7.2% | -2.6% | 11.1% | 0.6% | 4.4% | -4.1% | -8.8%
Tau fluor cs | 0.0% | 0.4% | -4.1% | -22.1% | -29.4% | -9.2% | -7.8% | -11.3%
aGlu spleen mod | -1.4% | -8.2% | -1.4% | -1.4% | -5.6% | -3.0% | 0.1% | 5.1%
aGal spleen mod | 8.5% | -8.3% | -19.1% | -3.7% | -4.0% | 2.9% | 8.1% | 10.4%
NPSR antag | -1.1% | -6.3%[46.1 µM] | -17.8%[46.1 µM] | -22.4%[46.1 µM] | -27.4% | -2.8% | -13.8% | -28.8%
ALDH1A1 inh | 4.2% | 9.1% | ? | ? | -3.4% | 1.0% | 3.2% | -4.1%
Epigenetic derep | 2.1% | 1.5% | -1.2% | 1.8% | -1.1% | 6.8% | -0.1% | 0.0%

25: CN(C)CCN(Cc1ccc(Cl)cc1)c1ccccn1
26: c1ccc(-c2nc3ccccn3c2NC2CCCC2)nc1
27: CSc1ccc(CNC2CC2)cc1
28: Cc1ccc(NC(=S)NN2CCOCC2)c(C)c1
29: CCC(Sc1ccc(Cl)cc1)C(=O)Nc1nnc(-c2cccc([N+](=O)[O-])c2)s1 (configuration not stated)
assay / compound | 25 | 26 | 27 | 28 | 29
GAA inh | -11.1%[15.4 µM] | -0.9% | -3.2% | -0.1% | -1.5%
GAA glycogen mod | -12.6% | 11.1µM* | 4.3% | -1.0% | -1.9%
Tau fluor cs | -14.7% | -29.1% | -1.2% | 1.2% | -25.9%
aGlu spleen mod | -3.3% | -0.3% | 0.3% | 1.1% | -1.5%
aGal spleen mod | 5.0% | 9.3% | 2.1% | 11.2% | 3.0%
NPSR antag | -6.9% | ? | -2.7%[46.1 µM] | 2.5%[46.1 µM] | -1.6%
ALDH1A1 inh | 16.1% | ? | 3.9% | 14.9% | 9.5%
Epigenetic derep | 1.9% | -5.9% | 0.0% | -1.0% | 0.9%
